NPY-Y1 antag: NPY-Y1 receptor antagonists, primary screen, cell-based; Neuropeptide Y receptor type 1 (Homo sapiens), P25929; inhibition, % at 3.6 µM; hit rate 1% among 200,000; HEK293-CNG Y1 cells, membrane potential fluorescence; NPY at EC95, then isoproterenol; AID 1040, 2008;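 active means inhibition above the campaign mean inhibition of all tested compounds plus 3 SD, cut at about 20% in these data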;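 further: 0% = DMSO wells given NPY plus isoproterenol and 100% = isoproterenol alone without NPY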
Target sequence (P25929 whole entry, looked up): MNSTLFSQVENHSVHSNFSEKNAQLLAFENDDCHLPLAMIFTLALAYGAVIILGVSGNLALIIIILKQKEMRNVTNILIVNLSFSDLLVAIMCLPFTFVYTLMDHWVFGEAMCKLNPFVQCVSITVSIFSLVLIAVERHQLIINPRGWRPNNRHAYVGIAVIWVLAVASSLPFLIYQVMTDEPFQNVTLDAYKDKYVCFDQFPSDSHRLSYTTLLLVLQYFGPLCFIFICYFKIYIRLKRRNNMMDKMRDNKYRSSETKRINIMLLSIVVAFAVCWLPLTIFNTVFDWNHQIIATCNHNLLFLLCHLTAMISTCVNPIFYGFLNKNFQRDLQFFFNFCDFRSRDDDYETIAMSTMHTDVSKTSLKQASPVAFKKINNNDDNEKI
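Test system – HEK293 Y1/CNG channel cell line · Also added – NPY agonist 25 nM, then isoproterenol 1 µM plus Ro 20-1724 25 µM · Compound dosing – one concentration, 3.6 µM, in 0.4% DMSO · Schedule – compound incubation 1 h at room temperature, readout 45 min post-stimulation · Technique – fluorescence, membrane potential probe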
Mdm2 ligase inh: MDM2-luciferase reporter signal enhancers, primary screen, MDM2 E3 ligase inhibitor project, cell-based, luminescence, 1536-well. signal enhancement, % at 5 µM. AID 1230, 2008. E3 ubiquitin-protein ligase Mdm2 (Homo sapiens), Q00987. cell-based MDM2 ubiquitination luciferase reporter, 2 h; 0 = plate control, 100 = twice control, blank-subtracted. hit rate 0.11% among 210,000;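 active means signal enhancement of 30% or more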;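 further: luminescence tracks abundance of the self-degrading MDM2-luciferase fusion protein; higher signal means inhibition of MDM2 E3 ligase activity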
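Assay system: stable mammalian line carrying autodegrading MDM2–luciferase fusion reporter; Input: 2000 cells in each well; Compound dosing: single-point 5 µM; Schedule: 2 h compound exposure at 37 °C; Signal: SteadyLite luciferase luminescence after 15 min room-temperature reagent incubation; Evaluation: % luminescence enhancement versus blank-corrected plate control mean; Benchmarks: plate controls and plate blanks.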
RBBP9 inhibitor: human RBBP9 inhibitors, primary screen, biochemical, fluorescence polarization, FP-Rh probe, HTS; Serine hydrolase RBBP9 (Homo sapiens), O75884; recombinant RBBP9; inhibition, % at 7.94 µM; hit rate 0.2% among 220,000; AID 1515, 2009;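 active means inhibition above the campaign mean of all tested compounds plus 3 SD, cut at about 14% in these data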;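 further: plate controls were DMSO wells with RBBP9 for no effect and wells lacking RBBP9 protein for full effect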
Target sequence (O75884 whole entry, looked up): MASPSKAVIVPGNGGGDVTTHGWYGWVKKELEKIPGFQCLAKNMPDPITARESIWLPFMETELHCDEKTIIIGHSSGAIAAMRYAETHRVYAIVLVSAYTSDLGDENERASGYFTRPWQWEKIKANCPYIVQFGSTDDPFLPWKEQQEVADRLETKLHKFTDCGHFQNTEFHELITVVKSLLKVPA
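Material: RBBP9 protein. Amount: RBBP9 at 2.5 µM in dispensed solution, before mixing. Schedule: 30 min then 45 min, 25 °C. Medium: Tris buffer pH 8.0, NaCl, Pluronic. Measured by: fluorescence polarization. Measure: percent inhibition from mP, scaled between DMSO and no-protein wells. Replication: one well per compound.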
Runt-CBFb FRET: inhibitors of RUNX1 Runt–CBFb binding, primary screen, biochemical, FRET, Cerulean-Runt, Venus-CBFb, uHTS | Runt-related transcription factor 1 (Homo sapiens) + Core-binding factor subunit beta … | Cerulean-Runt/Venus-CBFb FRET ratio 530/480, 1 h | inhibition, % at 20 µM | hit rate 0.46% among 220,000;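 active means inhibition over about 50% at 20 µM in the single-dose screen, limit read from the data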;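 further: 0% = DMSO wells and 100% = excess unlabeled CBFb competitor control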
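Assay system: Cerulean-Runt domain / Medium: Tris 50 mM pH 7.5, KCl, K2SO4, 0.01% BSA / Timing: protein complex preformed 1 h, compound exposure 1 h, room temperature, dark / Measured by: FRET, excitation 422 nm, emission at 530 and 480 nm / Evaluation: loss of energy transfer signal / Control set: 5 µM unlabeled CBFb as full-inhibition high control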
NPY-Y2 PAM-ag: NPY-Y2 potentiators or agonists, primary screen, cell-based. AID 1359, 2008. cells expressing NPY-Y2, potentiator/agonist read-out. activation, % at 3.6 µM. hit rate 0.45% among 220,000. Neuropeptide Y receptor type 2 (Homo sapiens), P49146; in the data active means activation above about 27%;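 further: cells stimulated with NPY near EC25 plus isoproterenol at EC100; 0% = vehicle plus submaximal agonist and 100% = vehicle plus saturating agonist; some results beyond the cut were filed as inactive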
Target sequence (P49146 whole entry, looked up): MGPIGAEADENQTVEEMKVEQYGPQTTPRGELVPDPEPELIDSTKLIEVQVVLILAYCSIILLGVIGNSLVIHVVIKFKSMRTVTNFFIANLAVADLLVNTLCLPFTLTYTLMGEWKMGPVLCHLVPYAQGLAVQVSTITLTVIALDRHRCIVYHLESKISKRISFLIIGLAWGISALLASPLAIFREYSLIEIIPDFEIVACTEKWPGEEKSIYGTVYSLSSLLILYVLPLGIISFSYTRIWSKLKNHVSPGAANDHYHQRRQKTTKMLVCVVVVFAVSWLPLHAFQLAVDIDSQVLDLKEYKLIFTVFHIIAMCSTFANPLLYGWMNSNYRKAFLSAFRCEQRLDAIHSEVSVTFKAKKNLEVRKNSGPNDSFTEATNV
NPY-Y1 PAM-ag: NPY-Y1 receptor potentiators or agonists, primary screen, cell-based; activation, % at 3.6 µM; NPY-Y1 expressing cells, potentiator/agonist activation; hit rate 0.37% among 220,000; in the data active means activation above about 33%, passing the limit was not always enough;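 further: cells stimulated with NPY at EC10 then isoproterenol at EC100; 0% = low agonist plus stimulus and 100% = saturating agonist plus stimulus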
p97 inhibitor: inhibitors of human p97 ATPase, primary screen, biochemical. recombinant p97 ATPase, Kinase-Glo ATP luminescence, 3 h. inhibition, % at 8 µM. AID 1481, 2009. hit rate 0.42% among 220,000. Transitional endoplasmic reticulum ATPase (Homo sapiens), P55072; in the data active means inhibition above about 15%;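 further: 0% = DMSO vehicle and 100% = wells lacking enzyme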
Hck Nef HTS: inhibitors of Nef-activated human Hck kinase, primary screen, biochemical, Z-Lyte FRET, 384-well, Hck-YEEI | hit rate 0.68% among 220,000 | Tyrosine-protein kinase HCK (Homo sapiens), P08631 | inhibition, % at 20 µM | Recombinant Hck-YEEI plus Nef, Z-Lyte FRET kinase assay;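 active means Hck-Nef kinase inhibition above about 50%, limit read from the data; inactive means inhibition below that limit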;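 further: 0% = DMSO with Hck plus Nef and 100% = Hck alone without Nef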
Runt-SMMHC FRET: inhibitors of RUNX1 Runt–CBFb-SMMHC binding, primary screen, biochemical, FRET, Cerulean-Runt, Venus-CBFb-SMMHC, uHTS | AID 1434, 2008 | Cerulean-Runt/Venus-CBFb-SMMHC FRET ratio 530/480, 1 h | hit rate 0.74% among 220,000 | Runt-related transcription factor 1 (Homo sapiens) + Core-binding factor subunit beta … | inhibition, % at 20 µM;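 active means mean inhibition across duplicate retests at 20 µM reaching about 50%, limit read from the data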;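 further: 0% = DMSO wells and 100% = wells with excess untagged CBFb-SMMHC; inhibitors lower the FRET ratio by blocking Runt binding to CBFb-SMMHC; some results filed as inactive read as strong as hits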
Numbers without * were called inactive; · = no result given; & = joins results of further samples.

smiles,Runt-SMMHC FRET,p97 inhibitor,RBBP9 inhibitor,Hck Nef HTS,NPY-Y1 PAM-ag,Runt-CBFb FRET,Mdm2 ligase inh,NPY-Y1 antag,NPY-Y2 PAM-ag
Cn1c(=O)c(C(=O)COC(=O)c2cc(-c3ccco3)nc3ccccc23)c(N)n(CC2CC2)c1=O,-13,8,8,51*,-3,-4,·,-5,1
C=CCNC(=O)COC(=O)/C=C/c1cccs1,-1,2,3,13,2,0,-5,-1,-7
CC1CCCCN1C(=O)/C=C/c1ccccc1[N+](=O)[O-] (centres undefined),-3,7,-7,17,19,3,-21,-3,0
Cc1cccc2sc(NC(=O)c3ccc(OCC4CCCO4)cc3)nc12 (centres undefined),-6,2,-6,6,-2,-1,-4,-2,12
CCCn1c(SCC(=O)Nc2cccc(C(=O)OC)c2)nnc1-c1cccnc1,-2,0,-4,-1,5,0,-22,0,-2
CC(=O)Nc1ccc(S(=O)(=O)N2CCC(NC(=O)C(Cc3cccn3C)NC(C)=O)CC2)cc1 (centres undefined),0,-3,-7,1,13,0,13,2,-10
Cc1cc2c(c(=O)n1CC1CCCO1)C(c1ccco1)C(C#N)=C(N)O2 (centres undefined),39,-4,0,-1,2,112*,4,-1,-21
COc1ccc(/C=C2\CCCC(C(=O)C(F)(F)F)=C2O)cc1,0,-7,-10,-2,-11,3,-19,-2,6
COc1ccc(Cc2nnc(N/N=C/c3ccc(O)cc3O)[nH]c2=O)cc1OC,3,13,-6,2,3,0,-3,5,0
COc1ccc(N2CCN(C(=O)c3cccc(F)c3)CC2)c([N+](=O)[O-])c1,-1,-6,-8,25,-2,-2,1,0,8
Cc1nc2c(oc3ccccc32)c(=O)o1,1,4,-1,7,-1,1,2,0,-15
COc1ccc(CC(=O)Nc2ccc3c(c2)CCC3)cc1OC,-1,-7,-11,1,14,2,-4,-1,13

Remaining list, next part
smiles,Runt-SMMHC FRET,p97 inhibitor,RBBP9 inhibitor,Hck Nef HTS,NPY-Y1 PAM-ag,Runt-CBFb FRET,Mdm2 ligase inh,NPY-Y1 antag,NPY-Y2 PAM-ag
COc1ccccc1OCC(=O)/C=C1/N(C)c2ccccc2C1(C)C,-5,0,-3,16,5,-4,0,-2,-8
O=C(O)CSc1cccc2cccnc12,-8&-1,-8&2,-9&-10,-1&4,2&3,3&2,-25&-13,5&7,-8&-1
c1cncc(-c2nc(NCc3cccs3)c3ccccc3n2)c1,-4,12,0,-7,18,1,-5,1,-8
Cc1ccc([C@@H]2C[C@H]3CN(Cc4cccc(Cl)c4)C(=O)[C@]34CCCN24)o1,-1,7,-4,13,11,3,0,2,-6
Cn1c(=O)c2c(nc(NCCCO)n2Cc2cccc(Br)c2)n(C)c1=O,-2,0,-9,9,-3,2,-3,9,-2
COc1ccc(C(CC(=O)NCc2ccccc2)C(C)C)cc1 (centres undefined),0,-2,6,3,2,0,-5,·,-23
CC(=O)Nc1ccc(C(=O)NNC(=O)c2cc([N+](=O)[O-])cc([N+](=O)[O-])c2)cc1,5,5,-7,19,32,0,-1,2,4
Nn1c(SCc2nc3ccccc3[nH]2)nnc1C1CCCCC1,0,7,-5,4,0,0,-46,1,-7
C=CCNC(=S)N1CC2(C)CN(C(=S)NCC=C)CC(C)(C1)C2=O,0,9,-5,-7,-1,-2,-10,·,-8
CCc1ccc(-c2nc(CN3CCC(C(=O)NCc4ccco4)CC3)c(C)o2)cc1,-3,-1,-7,0,-27,-3,-10,10,-4
O=C(N/N=C1\C(=O)c2cccc3cccc1c23)c1ccc(O)cc1,-2,6,-6,11,-6,-2,-11,4,12
O=C(COC(=O)c1ccccc1C(=O)N1CCN(c2ccc(F)cc2)CC1)NCc1ccccc1,-1,-1,8,1,-2,-4,-23,-5,7

Part of the list above in order of count of non-hydrogen atoms, ascending.
smiles,Runt-SMMHC FRET,p97 inhibitor,RBBP9 inhibitor,Hck Nef HTS,NPY-Y1 PAM-ag,Runt-CBFb FRET,Mdm2 ligase inh,NPY-Y1 antag,NPY-Y2 PAM-ag
O=C(O)CSc1cccc2cccnc12,-8&-1,-8&2,-9&-10,-1&4,2&3,3&2,-25&-13,5&7,-8&-1
Nn1c(SCc2nc3ccccc3[nH]2)nnc1C1CCCCC1,0,7,-5,4,0,0,-46,1,-7
C=CCNC(=S)N1CC2(C)CN(C(=S)NCC=C)CC(C)(C1)C2=O,0,9,-5,-7,-1,-2,-10,·,-8
Cn1c(=O)c2c(nc(NCCCO)n2Cc2cccc(Br)c2)n(C)c1=O,-2,0,-9,9,-3,2,-3,9,-2
O=C(COC(=O)c1ccccc1C(=O)N1CCN(c2ccc(F)cc2)CC1)NCc1ccccc1,-1,-1,8,1,-2,-4,-23,-5,7

The results go on.
smiles,Runt-SMMHC FRET,p97 inhibitor,RBBP9 inhibitor,Hck Nef HTS,NPY-Y1 PAM-ag,Runt-CBFb FRET,Mdm2 ligase inh,NPY-Y1 antag,NPY-Y2 PAM-ag
C/C(=C\c1ccccc1)C(=O)Nc1nccs1,0,3,1,26,9,0,-20,-10,13
COc1ccc(NC(C)=O)cc1NC(=O)CN1CCN(CC(=O)Nc2ccc(Cl)cc2)CC1,2,5,-3,2,4,0,-11,2,0
CCOC(=O)c1cccc(NC(=O)CN2C(=O)C3C4C=CC(C4)C3C2=O)c1 (centres undefined),5,4,-9,1,-21,0,-14,-3,-6
Cc1cccc(OCC(=O)Nc2ccc3c4c(cccc24)CC3)c1C,2,3,-3,1,-12,-3,·,-4,5
Cc1cc(=O)[nH]c(SCCOc2ccc3c(c2)CCC3)n1,-1,2,2,6,-14,1,-37,3,-6
Cc1ccc(NC(=O)CN2C(=O)S/C(=C\C(=O)Nc3ccc(Cl)cc3)C2=O)cc1,-19,-6,-14,-3,-4,-1,-12,-5,10
COc1ccc(C2SCC(=O)N2C)cc1 (centres undefined),4,3,5,-2,-8,1,-2,-1,20
CC(C(=O)NCC1CCCCC1)N1CCN(S(=O)(=O)c2ccccc2F)CC1 (centres undefined),2,-1,1,20,11,-2,3,0,1
CCN(CC(=O)Nc1cccc(OC)c1)C(=O)C1CCN(C(=O)Nc2ccccc2)CC1,-2,0,-7,2,8,-2,-17,-1,-1
CC(=O)N1CCC(N(CCN2CCOCC2)C(=S)Nc2ccc(C)cc2)CC1,-4,5,-2,28,26,5,15,-4,6
O=C(NC1(C(F)(F)F)NC(=O)N(CC2CCCCC2)C1=O)c1ccco1 (centres undefined),-4,3,-4,0,28,-2,-6,-1,8
Cc1ccccc1OCC(O)Cn1c(SC(C)C)nc2c1c(=O)[nH]c(=O)n2C (centres undefined),-41,-9,-13,-1,-14,-2,-10,2,-3

More compounds:
smiles,Runt-SMMHC FRET,p97 inhibitor,RBBP9 inhibitor,Hck Nef HTS,NPY-Y1 PAM-ag,Runt-CBFb FRET,Mdm2 ligase inh,NPY-Y1 antag,NPY-Y2 PAM-ag
CC(C)(C)NCCOc1ccc(Br)cc1,0,-2,-4,-2,5,-1,1,3,-1
CCCCOCCCNC(=O)c1ccccc1OCC,0,4,6,-14,4,-1,4,-2,12
CCOc1ccc(-n2c(=O)[nH]c3sc4c(c3c2=O)CCCC4)cc1,1,-7,-9,-4,-25,-2,-9,16,-3
Cc1ccc(C2CC(=O)Oc3cc(O)ccc32)cc1 (centres undefined),1,-1,-2,-1,-20,-1,·,5,-6
COCCN(C(=S)Nc1cc(C)cc(C)c1)C(C)c1cccnc1 (centres undefined),-6,2,-2,3,-6,4,3,-5,0
CCOc1ccccc1CNC(=O)C1CCC(=O)N1C(C)C (centres undefined),3,-2,-6,0,23,-2,0,-1,7
C#CCOCCOCCOCCNc1nc(N2CCN(C(=O)[C@H]([C@@H](C)CC)n3cc([C@@H](N)CC(C)C)nn3)CC2)nc(N2CCN(C(=O)[C@H](Cc3cc4ccccc4[nH]3)n3cc([C@@H](N)Cc4ccc(O)cc4)nn3)CC2)n1,-1,7,-1,-2,-15,0,·,-1,-7
Cc1ccc(NC(=O)c2nc[nH]c2C(=O)N[C@@H](CCCCNC(=O)OC(C)(C)C)C(=O)OC(C)(C)C)cc1,-3,·,·,23,·,-8,-10,·,·
